Screening results from PubChem BioAssay.
STEP block: STEP phosphatase inhibitors, primary screen, biochemical, fluorescence intensity, uHTS. Tyrosine-protein phosphatase non-receptor type 5 (Homo sapiens), P54829. recombinant STEP, OMFP fluorogenic substrate. inhibition, % at 20 µM. 360,000 compounds, 0.25% hits. AID 588621, 2011;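 active = inhibition at 20 µM, scaled per plate between control wells, above about 37%, limit read from the data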;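 also: 0% = DMSO with enzyme and substrate and 100% = substrate only without enzyme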
Target sequence (P54829 whole entry, looked up): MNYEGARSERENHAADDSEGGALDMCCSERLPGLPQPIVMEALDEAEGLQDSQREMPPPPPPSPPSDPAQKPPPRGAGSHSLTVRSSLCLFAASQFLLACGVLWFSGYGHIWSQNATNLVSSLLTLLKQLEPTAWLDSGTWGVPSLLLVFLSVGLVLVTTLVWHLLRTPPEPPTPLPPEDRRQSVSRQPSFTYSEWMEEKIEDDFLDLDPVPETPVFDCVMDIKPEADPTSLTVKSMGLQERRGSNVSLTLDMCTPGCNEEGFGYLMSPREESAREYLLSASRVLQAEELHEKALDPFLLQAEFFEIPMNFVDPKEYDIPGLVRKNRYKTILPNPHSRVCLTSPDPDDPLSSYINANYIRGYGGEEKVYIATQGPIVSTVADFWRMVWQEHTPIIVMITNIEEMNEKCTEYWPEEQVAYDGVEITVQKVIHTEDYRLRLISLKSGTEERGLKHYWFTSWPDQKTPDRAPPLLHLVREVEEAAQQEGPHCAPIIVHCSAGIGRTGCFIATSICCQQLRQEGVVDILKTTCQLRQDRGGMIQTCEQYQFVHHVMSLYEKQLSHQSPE
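Also added – OMFP at 25 µM · Test system – STEP tyrosine phosphatase · Technique – FITC-channel fluorescence of OMFP product · Schedule – 20 min at room temperature, dark · Evaluation – control-normalized % inhibition with plate pattern correction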
LMPTP inh: LMPTP phosphatase inhibitors, primary screen, biochemical, fluorescence intensity, uHTS. 360,000 compounds, 0.22% hits. inhibition, % at 20 µM. Low molecular weight phosphotyrosine protein phosphatase (Homo sapiens), P24666. recombinant LMPTP-A, OMFP fluorogenic substrate;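 active = compounds that cut the enzyme signal by at least half of the control window in the single-dose screen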;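 also: plate controls were DMSO wells with enzyme plus substrate for no effect and substrate without enzyme for full effect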
Target sequence (P24666 whole entry, looked up): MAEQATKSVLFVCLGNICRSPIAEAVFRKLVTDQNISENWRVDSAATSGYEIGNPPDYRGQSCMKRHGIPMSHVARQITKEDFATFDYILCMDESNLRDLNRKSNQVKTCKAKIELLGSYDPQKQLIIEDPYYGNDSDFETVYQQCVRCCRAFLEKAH
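Test system: LMPTP-A, protein tyrosine phosphatase of low molecular weight; Input: 0.625 nM enzyme; Incubation: 50 min dark incubation at room temperature; Signal: endpoint fluorescence intensity from OMFP dephosphorylation; Read-out basis: % inhibition versus control wells.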
NadD inh: inhibitors of S. aureus NadD, primary screen, biochemical, colorimetric, uHTS. 360,000 compounds, 0.78% hits. inhibition, % at 20 µM. purified NadD enzyme, colorimetric absorbance read-out; in the data active = inhibition above about 26%; also: some compounds past the cut are filed as inactive
SUMO1-SIM PPI: modulators of SUMO1 protein-protein interactions, primary screen, biochemical, uHTS; SUMO1 binding to a labelled peptide, TR-FRET, 1 h; inhibition, % at 20 µM; 360,000 compounds, 0.33% hits; AID 602429, 2012; Small ubiquitin-related modifier 1 (Homo sapiens), P63165; in the data active = inhibition above about 37%
Target sequence (P63165 whole entry, looked up): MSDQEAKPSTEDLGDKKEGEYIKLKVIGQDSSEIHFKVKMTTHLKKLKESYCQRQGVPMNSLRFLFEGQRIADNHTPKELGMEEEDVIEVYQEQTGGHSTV
Neddylation inh: inhibitors of cullin neddylation, primary screen, biochemical, TR-FRET, uHTS, NAE and Ubc12; NEDD8-conjugating enzyme Ubc12 (Homo sapiens) + NEDD8-activating enzyme E1 regulatory …; AID 651699, 2012; 360,000 compounds, 0.58% hits; calls only at 25 µM; in the data active = inhibition above about 36%
Tb MetRS inh: T. brucei MetRS inhibitors, primary screen, biochemical, luminescence. methionyl-tRNA synthetase (Trypanosoma brucei brucei). purified T. brucei MetRS, ATP depletion, Kinase-Glo luminescence. inhibition, % at 11.9 µM. 360,000 compounds, 0.4% hits;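 active = inhibition above a per-plate cutoff of the control wells' mean inhibition plus 3 SD, cut at about 5.5% in these data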;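 also: 0% = DMSO wells median and 100% = median of wells with control inhibitor compound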
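Dosing: 11.9 µM single point; system: parasite MetRS enzyme; technique: luminescence of leftover ATP; times: 15 min enzyme-compound preincubation, 2 h reaction, 10 min detection, 25 °C; replicates: each compound tested once; read-out basis: percent inhibition relative to median high and low control wells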
Scp-1 inhibitor: Scp-1 phosphatase inhibitors, primary screen, biochemical, colorimetric, uHTS | Recombinant Scp1, phosphopeptide, malachite green phosphate absorbance | inhibition, % at 20 µM | 340,000 compounds, 0.88% hits | AID 493091, 2011;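 active = inhibition above about 50% at 20 µM, limit read from the data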;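 also: plate controls were DMSO wells with enzyme for no effect and wells lacking enzyme for full effect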
Target sequence (Q9GZU7 76-261 limits assumed): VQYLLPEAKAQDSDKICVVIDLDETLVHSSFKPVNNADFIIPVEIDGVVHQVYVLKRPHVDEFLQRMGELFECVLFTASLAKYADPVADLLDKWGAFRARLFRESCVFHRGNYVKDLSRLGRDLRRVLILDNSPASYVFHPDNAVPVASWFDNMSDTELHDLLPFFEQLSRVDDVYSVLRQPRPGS
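System: truncated SCP-1 phosphatase (76-261aa); medium: Tris acetate buffer pH 5.5 with MgCl2 and Tween-20; incubation: 45 min room-temperature reaction, 5 min colour, 30 min stabiliser; compound: single 20 µM dose, 1% DMSO; reagent: Phosphorylated 17-residue peptide substrate; read-out: % inhibition at 20 µM; technique: colorimetric free-phosphate detection, absorbance 630 nm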
DNMT1 inh: human DNMT1 methyltransferase inhibitors, primary screen, biochemical, molecular beacon, fluorescence, HinP1I cleavage, uHTS | inhibition (reported as % activation of signal), % at 10 µM | AID 588458, 2011 | DNA (cytosine-5)-methyltransferase 1 (Homo sapiens), P26358 | 360,000 compounds, 0.83% hits; in the data active = inhibition above about 50%
SKN-1 block: suppressors of acrylamide-induced Pgst-4::GFP reporter in worms, primary screen, SKN-1 inhibitor project, whole organism, uHTS, GFP/RFP fluorescence ratio, strain VP596; C. elegans VP596 Pgst-4::GFP/RFP ratio, 24 h; inhibition, % at 21.8 µM; 360,000 compounds, 0.49% hits; AID 624304, 2012;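 active = interference check ratio from 0.5 to 1.5 plus GFP to RFP signal ratio inhibition reaching or exceeding a fixed threshold, cut at about 30% in these data, passing the limit was not always enough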; also: some compounds called inactive have numbers as strong as hits
NRP1-CendR mod: modulators of CendR peptide binding to NRP-1, primary screen, biochemical, fluorescence polarization, uHTS. 360,000 compounds, 0.85% hits. inhibition, % at 25 µM. FAM-RPARPAR peptide binding to NRP-1;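 active = inhibition or corrected inhibition above about 18%, plus a signal ratio from 0.5 to 1.5, limit read from the data, passing the limit was not always enough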; also: strong numbers were not always called active
Numbers without * were called inactive; i = inactive; nt = not tested or not shown. Random draw from the library; 4.6% or so of the library scored in one or more.

item	Molecule	STEP block	LMPTP inh	NadD inh	SUMO1-SIM PPI	Neddylation inh	Tb MetRS inh	Scp-1 inhibitor	DNMT1 inh	SKN-1 block	NRP1-CendR mod
1	CNC(=O)c1c[nH]c2ccc(S(=O)(=O)Nc3cccc(SC)c3)cc2c1=O	4	-0.8	-1	5	i	1.6	28	9	4	10
2	CC(=O)c1cc2c(cc1N)OCO2	-2	-1.5	0	-9	i	0.3	0	-14	-5	-4
3	COc1ccc(C(CNCC(O)COc2c(C)ccc(C)c2C)N(C)C)cc1 (stereo unspecified)	0	-0.9	-5	-3	i	0.0	-4	-1	-10	3
4	O=C(CN1C(=O)NC2(CCCCC2)C1=O)Nc1ccccc1Cl	0	0.1	5	2	i	-0.5	-8	8	6	7
5	Cc1nc2c(C)cccc2c(SC(=N)N)c1CC=C(Cl)Cl	1	-1.9	-1	15	i	-1.0	-11	9	2	-7
6	Cc1cc(N2C3CCC2CC(O)(c2ccc(F)cc2)C3)nc(-c2ccccc2)n1 (stereo unspecified)	1	-0.5	7	2	i	-0.4	-1	-7	-8	-2
7	COC(=O)c1ccc2nc(-c3ccc(F)cc3)c(CC3CCCCC3)n2c1	nt	3.4	18	0	i	-0.5	nt	nt	16	-19
8	COc1cc(/C=N/Nc2cc(C)nc(NS(=O)(=O)c3ccc(C)cc3)n2)ccc1O	0	-1.4	-1	11	i	-0.2	-8	1	-11	1
9	C[C@H]1CC[C@]2(O[C@H](CCO)C[C@H](O)[C@H]2O)O1	0	0.2	-1	-7	i	0.7	-1	1	4	-6
10	O=C(CSc1cccc2cccnc12)NCc1ccco1	-3	0.4	2	0	nt	-0.3	-1	6	30	-10
11	O=C(COc1ccccc1Cl)NC(=S)Nc1cccc(NC(=O)c2ccccc2Cl)c1	-1	4.2	3	3	i	-0.3	26	-4	0	-9
12	CCOCCn1c(-c2ccc(OC)cc2)nc2ccccc21	2	3.1	4	-5	i	-0.5	-3	-1	-3	3

Next section:
item	Molecule	STEP block	LMPTP inh	NadD inh	SUMO1-SIM PPI	Neddylation inh	Tb MetRS inh	Scp-1 inhibitor	DNMT1 inh	SKN-1 block	NRP1-CendR mod
13	COc1cc(NC(=O)C2Cc3ccccc3CN2S(C)(=O)=O)cc(OC)c1 (stereo unspecified)	-2	-1.1	-6	-8	i	-1.1	-12	1	0	7
14	O=C(Nc1cccc(NC(=O)C2CCCO2)c1)c1ccco1 (stereo unspecified)	-4	-0.7	1	3	i	-0.2	-1	3	7	3
15	COC(=O)c1cc(COc2ccc3c(c2)oc(=O)c2ccccc23)c(C)o1	-1	1.1	-2	2	i	-0.6	-7	36	-13	-3
16	CCN(CC(=O)NCc1cccs1)S(=O)(=O)c1c(F)cccc1F	-3	-0.8	-2	2	i	-0.2	-5	0	12	-21
17	COc1cc(C(=O)OCC(=O)Nc2ccc(N3CCOCC3)cc2)ccc1OCC(C)C	0	-1.4	0	-2	i	0.3	-7	4	10	-3
18	CCCCCn1c(=O)[nH]c2c(c1=O)CCC2	2	-0.2	-2	-4	i	-1.4	-4	8	-33	-7
19	CCO/N=C(/C)c1c(O)cc(C(C)(C)C)n(-c2ccccc2)c1=O	3	-1.5	-3	-3	i	0.3	-8	9	11	-1
20	CCOc1ccc(N2C(=O)CC(Sc3nnnn3-c3ccccc3)C2=O)cc1 (stereo unspecified)	-3	0.1	-7	3	i	0.0	-9	-3	10	2
21	CC(C)Nc1nc(Cl)nc(Nc2ccccc2)n1	0	1.1	1	4	i	-1.1	-2	-3	5	7
22	Cc1ccc(C(=O)NCC(=O)Nc2ccncc2)cc1C	0	-1.5	-6	3	i	-0.4	-5	2	-4	6
23	COc1ccc(C(=O)CN2CCN(S(=O)(=O)c3cccc([N+](=O)[O-])c3)CC2)cc1	4	-2.1	1	-15	i	0.7	-5	-6	-2	7
24	CC(C)(C)C(=O)NC1CCN(C(=O)N2CCCC2)CC1	-19	-3.2	1	2	i	0.1	-2	5	22	0

The results go on:
item	Molecule	STEP block	LMPTP inh	NadD inh	SUMO1-SIM PPI	Neddylation inh	Tb MetRS inh	Scp-1 inhibitor	DNMT1 inh	SKN-1 block	NRP1-CendR mod
25	CC(Cl)C(=O)NNc1cccc(Cl)n1 (stereo unspecified)	5	-0.8	-4	9	i	-1.7	-4	2	-44	3
26	CC(NC(=O)c1sc2cc([N+](=O)[O-])ccc2c1Cl)C(C)(C)C (stereo unspecified)	10	9.1	8	-14	i	-0.6	-24	3	5	6
27	COc1ccc(C2C(C(=O)c3sc(C)nc3C)=C(O)C(=O)N2CCCn2ccnc2)cc1OC (stereo unspecified)	2	-7.1	-3	-4	i	0.0	-4	8	-3	-2
28	O=C(Nc1nc2c(Cl)ccc(Cl)c2s1)C1CC1	1	-1.4	-1	3	i	-0.1	-9	9	15	-1
29	CCOc1ccc2[nH]c(C)c(CN3CCN(C)CC3)c(=O)c2c1	0	-0.9	-4	-2	i	-0.7	-9	4	5	-1
30	Cc1ccc(/C=C/C(=O)OCc2nc(N)nc(Nc3ccccc3C)n2)o1	-3	-0.5	1	-10	i	-0.8	-1	0	-7	-5
31	O=C(NCc1ccco1)C(=O)NCC1OCCN1S(=O)(=O)c1cc(F)ccc1F (stereo unspecified)	-1	1.2	-4	-3	i	-0.4	-9	-4	-1	-6
32	O=C(NC1=NCCS1)c1cccc(Br)c1	-5	-0.5	-3	1	i	-1.4	-11	1	11	5
33	CC(C)[C@H](NC(=O)OCc1ccccc1)C(=O)OCC(=O)N1CCN(c2ccc(F)cc2)CC1	-2	0.7	-2	38	i	-0.5	5	-2	-8	-3
34	CCN(CC(=O)Nc1c(F)cccc1F)C(=O)CSc1nc(C)cc(C)n1	0	-0.7	4	-3	i	0.0	-7	2	5	12
35	O=C(COc1ccc(S(=O)(=O)N2CCCC2)cc1)NCc1ccccn1	3	0.0	-1	-4	i	-0.7	-5	1	8	-2
36	Cc1ccc(NC(=O)COC(=O)CC2CC3CCC2C3)cc1S(=O)(=O)N1CCOCC1 (stereo unspecified)	1	0.5	-2	4	i	-0.3	-5	-6	10	18

Of the compounds above, these contain two or more sulfur atoms.
item	Molecule	STEP block	LMPTP inh	NadD inh	SUMO1-SIM PPI	Neddylation inh	Tb MetRS inh	Scp-1 inhibitor	DNMT1 inh	SKN-1 block	NRP1-CendR mod
1	CNC(=O)c1c[nH]c2ccc(S(=O)(=O)Nc3cccc(SC)c3)cc2c1=O	4	-0.8	-1	5	i	1.6	28	9	4	10
16	CCN(CC(=O)NCc1cccs1)S(=O)(=O)c1c(F)cccc1F	-3	-0.8	-2	2	i	-0.2	-5	0	12	-21

New compounds follow:
item	Molecule	STEP block	LMPTP inh	NadD inh	SUMO1-SIM PPI	Neddylation inh	Tb MetRS inh	Scp-1 inhibitor	DNMT1 inh	SKN-1 block	NRP1-CendR mod
37	Cc1noc(C)c1S(=O)(=O)N1CCC(C(N)=O)CC1	0	0.1	-6	-1	i	-0.6	-2	1	28	8
38	O=C(Cc1ccc(F)cc1)Nc1nccs1	-1	-1.5	0	9	i	0.1	2	-2	-1	7
39	CC(C)NC1(C(N)=O)CCNCC1	-2	-3.1	1	2	i	-0.1	-13	-1	-1	8
40	CCN1c2ccccc2-c2nc3ccccc3n2C1c1ccccn1 (stereo unspecified)	-3	-1.4	-4	1	nt	-1.1	6	-6	-11	39*
41	COc1ccc(C(=O)NNC(=O)C(=O)Nc2cccc3ccccc23)cc1	2	-0.5	-2	-4	i	-0.7	-10	2	11	-5
42	CCCCNC(=O)c1ccc(CNS(=O)(=O)c2ccc(Br)cc2)cc1	0	0.4	0	7	i	0.0	-6	-2	3	5
43	Cc1cc(=O)oc2c(CN3CCCC3)c(O)c(Cl)cc12	1	-0.9	-2	-1	nt	-0.3	-6	16	24	16
44	Nc1cc(N)nc(SCC(=O)NC2CCCCCCC2)n1	0	2.1	-2	3	i	-0.4	-2	2	-2	2
45	Cc1cccc(NC(=O)c2c([N+](=O)[O-])cnn2C)c1	-1	-0.3	-3	-10	i	-0.5	-5	0	10	17
46	CCN(CC)S(=O)(=O)c1ccc(N=NC2=C(O)CC(C)(C)CC2=O)cc1	1	-0.2	-5	-28	i	0.0	-1	24	0	10
47	CC(=O)c1c(COC(=O)c2ccc(C)cc2)nc2ccccc2[n+]1[O-]	1	-0.4	-2	-30	i	-0.8	0	6	-3	-13
48	CCOC(=O)c1sc(=NC(=O)c2cccc(C)c2)n(C)c1C	-2	-0.7	-3	-3	i	0.3	-7	-2	6	-3

Remaining list, next part
item	Molecule	STEP block	LMPTP inh	NadD inh	SUMO1-SIM PPI	Neddylation inh	Tb MetRS inh	Scp-1 inhibitor	DNMT1 inh	SKN-1 block	NRP1-CendR mod
49	Fc1ccc(-[n+]2nc(Nc3ccccc3)sc2-c2cccc(Cl)c2Cl)cc1	2	0.1	4	3	i	-0.1	-1	-1	-22	-3
50	CC(CNS(=O)(=O)c1ccc2c(c1)NC(=O)CCS2)c1ccccc1 (stereo unspecified)	-3	0.9	-5	0	i	-0.2	-6	0	3	4
51	COCCSc1ccccc1C(=O)N1CCN(Cc2ccc3c(c2)OCO3)CC1	-2	-0.8	9	-1	i	-0.2	-4	1	6	-12
52	Cc1ccccc1C(=O)NC1CCN(C(=O)N(c2ccccc2)c2ccccc2)CC1	-2	0.0	0	0	i	-0.4	-6	2	-15	-2
53	Cc1ccc(S(=O)(=O)NNC(=O)c2cc([N+](=O)[O-])c(C)c([N+](=O)[O-])c2)cc1	3	-1.4	-5	-26	i	-0.4	-4	1	16	-3
